# RXFP1 agonist: qHTS Assay for Agonists of the Relaxin Receptor RXFP1 | Relaxin receptor 1 (Homo sapiens), Q9HBX9 | HEK293T-RXFP1 cAMP TR-FRET, 30 min; response scale: percent of porcine relaxin response, buffer zero | Potency, µM (highest dose often 57.5 µM), inactives show at the highest dose activation, actives largely listed as activators | actives 0.3% (n = 370,000) | AID 2676, 2010; also: potency is read from the fitted curve at half-maximal effect; % is scaled to controls: 0 for no effect and ±100 for the full control effect; nearly all actives have a fitted effect of over 60% in size; many of its hits are not listed in these tables
#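 cAMP rise read by TR-FRET after 30 min, 37C compound exposure (up to 58 uM) in RXFP1-transfected HEK293 cells with Ro 20174 present. EC50 from Hill-equation fits, with 29 nM porcine relaxin as 100% and buffer as basal.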
# USP1 inh: Inhibitors of USP1/UAF1: Primary Screen; Ubiquitin carboxyl-terminal hydrolase 1 (Homo sapiens), O94782; recombinant USP1/UAF1, Ub-Rhodamine cleavage fluorescence; Potency, µM (series often up to 57.1 µM), without a hit: at the highest dose activity change, negative = inhibition, most hits filed as inhibitors; actives 0.23% (n = 390,000); AID 743255, 2014; also: potency is read from the fitted curve at half-maximal effect; % is scaled to controls: 0 for no effect and ±100 for the full control effect; nearly all actives have a fitted effect of over 60% in size; inactives centre near -12
#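 In this screen, compounds sit with the deubiquitinase complex (1nM) for 15 min at room temperature before Ub-Rho is added at 150nM final. Fluorescence rise is then followed for 6 reads every 60 seconds.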
# LDHA inh: qHTS assay for inhibitors of human lactate dehydrogenase; L-lactate dehydrogenase A chain (Homo sapiens), P00338; purified LDHA, NADH/diaphorase-resazurin fluorescence; hits give low values; activity change, % (values are at about 110 or 230 µM); actives 0.15% (n = 480,000); AID 1347041, 2019; in the data active = activity change below about -30%; inconclusive = mostly about -25% to -30%;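 also: plate controls were DMSO wells for no effect and wells without enzyme for full effect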
#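 Remaining NADH was detected by diaphorase (0.133 mg/mL) converting 37 µM resazurin to fluorescent resorufin, read at 0 and 20 minutes. The preceding 5-minute room-temperature reaction used 2 nM LDHA, 0.2 mM sodium pyruvate and 0.06 mM NADH at pH 7.4.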
# Vif-APOBEC3F blk: qHTS for Inhibitors of Vif-A3F Interactions: qHTS | HeLa A3F-eYFP + Vif (tagged APOBEC3F with the HIV-1 protein that degrades it), YFP fluorescence increase | Potency, µM (doses to about 46.1 µM), without a hit: at the highest dose activity, negative = active | actives 0.2% (n = 390,000); also: potency is read from the fitted curve at half-maximal effect; % of control where 0% means no effect; nearly all actives have a fitted effect of over 65% in size
#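 HeLa cells stably expressing A3F-eYFP plus Vif, plated and incubated overnight at 37 deg C, then exposed to compounds overnight at 37 deg C. Blocked degradation read as raised yellow fluorescence (Ex 488/Em 500-530).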
# PI4K2A inh: qHTS for small molecular inhibitors of PI4K2A | AID 1346378, 2018 | activity change, negative = inhibition, % at 76.9 µM | actives 0.13% (n = 420,000) | purified PI4K2A, ADP-Glo luminescence, 1 h; hits give low values; in the data active = activity change below about -50%; inconclusive = mostly about -30% to -49%;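 also: -100% = wells without enzyme as full effect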
#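 Compounds are screened against recombinant PI4K2A using PI as substrate and ATP, the latter dispensed at 300 microM. Reactions run one hour at ambient temperature before ADP-Glo detection; full inhibition defined by wells lacking enzyme.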
# GRP78 ERSR act: qHTS for Inducers of the Endoplasmic Reticulum Stress Response (ERSR) in Human Glioma: qHTS | AID 602332, 2012 | U87-MG GRP78 promoter luciferase reporter, 16 h | actives 0.02% (n = 420,000) | Potency, µM, without a hit: top-dose activation, most hits filed as activators; also: potency is read from the fitted curve at half-maximal effect; series mostly up to about 76 µM; % of control where 0% means no effect; nearly all actives have a fitted effect of over 35% in size
#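 Stably transfected U87-MG glioma cells carrying a GRP78-based luciferase sensor; 16 h compound incubation. Luminescence end-point read 10 min after Bright-Glo addition at room temperature.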
# IDH1 R132H inh: qHTS for Inhibitors of mutant isocitrate dehydrogenase 1 (IDH1): qHTS. Potency, µM (doses to about 76.6 µM), without a hit: at the top dose activity change, negative = inhibition, hits mostly inhibitors. Isocitrate dehydrogenase [NADP] cytoplasmic (Homo sapiens), O75874. AID 602179, 2012. IDH1-R132H enzyme, NADPH consumption, diaphorase/resazurin fluorescence. actives 0.093% (n = 390,000); also: potency is read from the fitted curve at half-maximal effect; % is scaled to controls: 0 for no effect and ±100 for the full control effect; nearly all actives have a fitted effect of over 65% in size
# Target sequence (O75874 whole entry R132H, stated change not applied): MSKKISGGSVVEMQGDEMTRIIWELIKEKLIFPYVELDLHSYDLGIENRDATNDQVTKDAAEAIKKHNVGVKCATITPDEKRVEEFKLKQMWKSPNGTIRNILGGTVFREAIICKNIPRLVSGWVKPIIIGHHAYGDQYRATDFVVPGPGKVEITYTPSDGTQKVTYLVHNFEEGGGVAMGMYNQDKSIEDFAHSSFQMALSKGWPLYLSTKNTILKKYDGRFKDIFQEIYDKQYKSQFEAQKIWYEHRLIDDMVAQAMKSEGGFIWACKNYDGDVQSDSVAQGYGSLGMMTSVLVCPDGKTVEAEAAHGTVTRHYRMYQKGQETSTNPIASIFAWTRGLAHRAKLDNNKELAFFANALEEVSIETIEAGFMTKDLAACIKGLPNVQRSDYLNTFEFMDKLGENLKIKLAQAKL
#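 IDH1-R132H (0.5 ug/mL dispensed) in pH 7.5 Tris buffer was preincubated 30 min with compound, then given a substrate mix of 0.016 mM NADPH and 2 mM alpha-KG for 80 min at room temperature; remaining NADPH was read by diaphorase/resazurin fluorescence.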
# TrxR1 substrate: qHTS Assay for Substrates of Mammalian Selenoprotein Thioredoxin Reductase 1 (TrxR1): qHTS; Thioredoxin reductase 1, cytoplasmic (Rattus norvegicus), O89049; purified TrxR1 substrate turnover, NADPH consumption readout; Potency, µM (top dose mostly 114 µM), without a hit: top-dose activity change, negative = substrate turnover; actives 0.01% (n = 390,000); also: potency is read from the fitted curve at half-maximal effect; % is scaled to controls: 0 for no effect and ±100 for the full control effect; nearly all actives have a fitted effect of over 50% in size
#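 Rat TrxR1, dispensed at 90 nM, was prereduced with 400 uM NADPH (final) for 5 min at ~22 deg C, then incubated with compound 15 min before 400 uM selenite. A first-read NADPH fluorescence drop versus no-compound background flagged substrates.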
# Vif-APOBEC3G blk: qHTS for Inhibitors of Vif-A3G Interactions: qHTS. actives 0.076% (n = 410,000). HeLa A3G-eYFP + Vif (tagged APOBEC3G with the HIV-1 protein that degrades it), YFP fluorescence, overnight. DNA dC->dU-editing enzyme APOBEC-3G (Homo sapiens), Q9HC16. Potency, µM (doses to about 46.1 µM), for inactives: at the top dose activity, negative = active, usual class: inhibitors;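 also: potency is read from the fitted curve at half-maximal effect; % is scaled to controls: 0 for no effect and ±100 for the full control effect; nearly all actives have a fitted effect of over 60% in size; hits raise eYFP signal because A3G escapes Vif-driven loss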
# Target sequence (Q9HC16 whole entry, looked up): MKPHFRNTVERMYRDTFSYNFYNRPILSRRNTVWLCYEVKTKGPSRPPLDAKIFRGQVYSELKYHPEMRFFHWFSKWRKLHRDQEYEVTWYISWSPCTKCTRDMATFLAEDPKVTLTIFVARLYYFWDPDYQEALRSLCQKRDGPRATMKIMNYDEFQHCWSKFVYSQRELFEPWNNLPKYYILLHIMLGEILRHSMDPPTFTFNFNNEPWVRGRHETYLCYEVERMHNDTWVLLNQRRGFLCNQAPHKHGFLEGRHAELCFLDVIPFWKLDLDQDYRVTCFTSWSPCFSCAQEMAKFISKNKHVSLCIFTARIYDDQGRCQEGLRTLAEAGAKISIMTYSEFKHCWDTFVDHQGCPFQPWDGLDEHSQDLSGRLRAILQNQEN
#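 HeLa cells stably expressing Vif and C-terminally eYFP-tagged A3G, seeded overnight at 37 deg C, then exposed to compound by pintool overnight at 37 deg C. Rise in yellow fluorescence (Ex 488/Em 500-530, Acumen) marks blocked Vif-driven A3G degradation.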
# * hit, by the source's call; ? = inconclusive; . = no result given; & = joins results of further samples; [ ] = remark or other dose. Unless noted, calls follow the shape of the dose curve; as a rule, active = well fitted curve in the direction sought with a large enough effect; inconclusive = small, poorly fitted or top-dose-only effect, or another doubt; inactive = no such curve, though single readings can be large; an effect the other way counts as inactive or inconclusive.
SMILES,RXFP1 agonist,USP1 inh,LDHA inh,Vif-APOBEC3F blk,PI4K2A inh,GRP78 ERSR act,IDH1 R132H inh,TrxR1 substrate,Vif-APOBEC3G blk
O=C(O)CCC(=O)NN1C(=O)c2ccccc2NC1c1ccc(F)cc1 (configuration not stated),1.1%,-12%,-2,3%,4,0%,4%,154%[activator],0%
Cc1ccc(N2C(=O)CS(=O)(=O)C23C(=O)N(Cc2cccc(F)c2)c2ccccc23)cc1Cl (configuration not stated),2.6%,-26%,-6,-1%,-2,11%,-13%,5%,1%
CC(C)Cn1c(N)c(C(=O)COC(=O)c2cccc(Cl)c2)c(=O)n(C)c1=O,7.1%,-13%,-7,1%,2,-8%,6%,4%[57.1 µM],-2%
Oc1nc(-c2ccc(Br)cc2)n2ccncc12,-1.8%,-14%,4,4%,-3,-3%,0%,-7%,-8%
Cc1cccc(C(=O)OCC(=O)N2CCCCCC2)c1O,0.3%,2%,-5,2%,-4,2%,-6%,3%,-1%
CCOCC(=O)Nc1cc(S(=O)(=O)N2CCOCC2)ccc1N1CCCCC1,0.8%,?,-8,9%,-1,-4%,-1%,9%[57.1 µM],-2%
CC(C)c1ccc(NC2CCCN(C(=O)c3cccc4nccnc34)C2)cc1 (configuration not stated),4.2%,-20%,1,-2%,-8,-6%,6%,5%,-1%
CCOC(=O)C1CCCN(C(=O)c2ccc(Cl)cc2)C1 (configuration not stated),2.5%,-2%,-3,-12%,4,-1%,7%,0%,4%
COc1ccc(C=CC(=O)c2ccc(OC)c(OC)c2)cc1O,.,-8%,3,-5%,2,?,0%,.,-26%
COc1cc(CN(C(=S)NCC(=O)N2CCCC2)C2CCCC2)cc(OC)c1OC,-1.0%,2%,-5,-9%,-4,-10%,2%,-1%,0%
Cc1ccc(S(=O)(=O)NCCc2nnc3ccc(N4CCOCC4)nn23)cc1,.,-17%,2,-9%,-1,-5%,11%,.,2%
COCCn1nnnc1C(c1ccc(C)cc1)N1CCN(Cc2ccc3c(c2)OCO3)CC1 (configuration not stated),0.4%,-11%,-8,0%,4,-2%,0%,10%[57.1 µM],-1%
CC1(C(=O)NCCN2CCOCC2)C=CC2(CCCCC2)N1C(=O)c1ccccc1 (configuration not stated),4.2%,?,0,-2%,3,-2%,6%,-2%,-3%
O=C(COC(=O)CCNS(=O)(=O)c1ccccc1)NC1CC1,.,-8%,-2,7%,-6,-3%,1%,4%,1%
O=C(N/N=C/c1ccccc1)c1[nH]c2ccc(Br)cc2c1-c1ccccc1,-0.2%,-5%,-5,-9%,-6,0%,6%,-7%,-50%
COc1ccc(OC)c(C2CC(=O)Nc3c2c(=O)[nH]c2nc4ccccc4n32)c1 (configuration not stated),3.9%,-21%,-5&2,1%,-2,-3%,-3%,0%,1%
COC1=CC2(O)CCCC2=CC1=O (configuration not stated),0.2%,-18%,-1,-10%,3,-5%,-2%,6%,-2%
Cc1cccc(NC(=S)NC2CC3CCCC(C2)N3CC(C)C)c1C (configuration not stated),0.1%,-8%,1,-8%,-6,-4%,3%,6%,-7%
COCCNc1nc(N)c([N+](=O)[O-])c(N2CCCCCC2)n1,-1.6%,-28%,0,-25%,2,-2%,-1%,-4%,1%
CNC(=O)/C(C#N)=C/c1c(N2CCN(c3ccc(OC)cc3)CC2)nc2c(C)cccn2c1=O,2.6%,-18%,-2,12%,6,-4%,0%,38%[activator][57.1 µM],1%
OCCNc1ncnc2c1ncn2[C@H]1CN(Cc2ccc(Cl)cc2)C[C@@H](CO)O1,.,.,0,.,-3,0%,.,.,1%
O=[N+]([O-])c1ccc(SCc2ccco2)cc1N1CCOCC1,-2.3%,-16%,0,-11%,-5,6%,6%,-1%,-9%
COc1ccc2c(C)cc(SCC(=O)NC3CCCCC3)nc2c1,.,-11%,-10,?,-14,-3%,-1%,3%,-3%
Cc1ccc(-n2ncc3c(=O)n(CC(=O)N4CCCCCC4)cnc32)cc1,2.2%,-16%,1,1%,-4,1%,1%,12%,0%
Cc1ccc(S(=O)(=O)NN(Cc2ccccc2)Cc2ccccc2)cc1,.,-26%,2,4%,13,-2%,0%,.,2%
CCc1c(C)sc2c1CCN(C(=O)Nc1ccccc1C(=O)OC)C2c1ccc(F)cc1 (configuration not stated),-1.2%,-22%,-3,-4%,-2,-1%,-8%,4%[57.1 µM],-4%
COc1ccc(OC)c(C(=O)NC(CC(N)=O)c2ccc(N3CCC(N4CCCCC4)CC3)c([N+](=O)[O-])c2)c1 (configuration not stated),-3.9%,22%,1,-4%,-3,1%,3%,6%[57.1 µM],1%
OCC1CCCN(C(=S)Nc2ccc(Nc3ccccc3)cc2)C1 (configuration not stated),1.8%,-6%,-3,1%,-4,8%,19%,20%[57.1 µM],-3%
O=C(Cn1cc2c(n1)CCCC2)NCCCN1CCCC1,0.3%,-12%,0,-3%,-1,-1%,-7%,-4%[57.1 µM],0%
CCC(C)C(NC(=O)OCc1ccccc1)C(=O)OCN1C(=O)c2ccccc2C1=O (configuration not stated),2.0%,-11%,-1,10%,1,-3%,10%,-9%,4%
CCCC(C)C(=O)Nc1ccc(Cl)cc1Cl (configuration not stated),0.2%,-16%,-9,2%,-2,7%,3%,3%[57.1 µM],0%
Cc1ccc(NC(=O)Cn2cc(C=O)c3ccccc32)cc1C,9.0%,2%,-13,6%,2,-3%,-2%,-1%,1%
Oc1cccc(Nc2nc(-c3ccccc3Cl)nc3ccccc23)c1,-0.4%,-27%,-3,-2%,3,-4%,-10%,-1%,1%
CC(C)c1ccc(C(=O)N2CCOCC2c2cc(C(=O)Nc3ccccc3)no2)cc1 (configuration not stated),.,.,-9,.,-11,3%,.,.,1%
c1ccn2cc(CSc3nnc4ccccn34)nc2c1,2.2%,-7%,-4,-2%,-1,0%,-4%,10%,0%
Cc1ccc(NC(=O)CN(C)C(=O)c2cc(C)on2)cc1,0.9%,-15%,-5,1%,0,-2%,9%,6%,1%
CC(C)n1c(=S)[nH]c2c1c(=O)[nH]c(=O)n2C,8.0%,-11%,-4,3%,1,-4%,6%,-9%,0%
COc1ccc(/C=N/Nc2nc(N)cc(Cl)n2)cc1OC,-0.5%,-13%,-2,-2%,-2,2%,4%,-18%,-4%
O=C(CN1C(=O)C2CC=CCC2C1=O)OCc1cc(=O)n2cc(Br)ccc2n1 (configuration not stated),?,-9%,-2,24%,6,-3%,18%,-2%,2%
CCN(CC)C(=O)c1cnn(-c2ccc(F)cc2)c1-n1cccc1,-1.3%,-20%,-2,1%,-11,2%,0%,7%,-2%

# Two entries from above, reformatted:
# Values in the order: RXFP1 agonist, USP1 inh, LDHA inh, Vif-APOBEC3F blk, PI4K2A inh, GRP78 ERSR act, IDH1 R132H inh, TrxR1 substrate, Vif-APOBEC3G blk
- Cc1ccc(NC(=O)Cn2cc(C=O)c3ccccc32)cc1C
→ 9.0%, 2%, -13, 6%, 2, -3%, -2%, -1%, 1%
- Oc1cccc(Nc2nc(-c3ccccc3Cl)nc3ccccc23)c1
→ -0.4%, -27%, -3, -2%, 3, -4%, -10%, -1%, 1%

# Next section:
SMILES,RXFP1 agonist,USP1 inh,LDHA inh,Vif-APOBEC3F blk,PI4K2A inh,GRP78 ERSR act,IDH1 R132H inh,TrxR1 substrate,Vif-APOBEC3G blk
CCCc1nnc(NC(=O)CS(=O)(=O)c2ccc(C)cc2)s1,-0.9%,-7%,3,-3%,0,-1%,0%,-6%,-4%
Cc1cccc(OCC(O)CN2CCNCC2)c1 (configuration not stated),0.0%,-9%,-1,-1%,-3,-3%,-1%,-10%,-8%
Cc1[nH]c(=O)[nH]c(=O)c1/C=N/NC(=O)CCCCCNC(=O)OC(C)(C)C,0.9%,-17%,4,8%,2,-1%,3%,-1%,0%
O=C(CN(CC1CCCO1)C(=O)CNS(=O)(=O)c1ccc(F)cc1)NCc1ccc(F)cc1 (configuration not stated),0.6%,?,-15,9%,3,-1%,-2%,2%,0%
CCOC(=O)c1ccc(NC(=O)C(=O)NCCc2ccc(OC)cc2)cc1,3.6%&0.0%,-9%&-5%,-14&0,8%&-3%,3&-3,-7%&-1%,0%&-7%,1%&5%,-4%&-3%
Cc1c(NC(=O)Nc2ccc3c(c2)OCO3)c(=O)n(-c2ccccc2)n1C,-1.2%,-6%,3,-4%,-2,-1%,2%,3%,2%
COc1ccc(Cn2c(C(=O)O)c(CNCc3ccc(C)o3)c3ccc(OC)cc32)cc1,0.7%,-10%,-1,-6%,-1,-4%,28%,-2%,4%
CN(C)S(=O)(=O)c1cccc(C(=O)NC(=S)N(CCC#N)Cc2cccnc2)c1,-0.9%,-13%,-2,5%,-5,2%,2%,7%[57.1 µM],2%
COCCC(=O)N1CCC(Oc2ccc(C(=O)NCCSC)cc2)CC1,-0.2%,-7%,1,-22%,5,0%,-2%,5%,-11%

# This is a subset; the hit share may differ from the screen's.
